Screening data: PubChem BioAssay, several laboratories
Neddylation inh: inhibitors of human cullin neddylation; calls only at 25 µM; hit rate 0.58% among 360,000; P61081+Q13564; TR-FRET cullin neddylation, biochemical; in the data active = inhibition above about 36%
MsrA act: activates bovine MsrA enzyme; purified bovine MsrA, absorbance read-out; activation, % at 10.6 µM; hit rate 0.3% among 360,000; in the data active = activation above about 7.5%;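 also: 0% = vehicle and 100% = reference activator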
NRP1-CendR mod: alters CendR peptide binding to human NRP-1; FAM-RPARPAR peptide binding to NRP-1, fluorescence polarization; inhibition, % at 25 µM; hit rate 0.85% among 360,000; AID 602438;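 active = inhibition or corrected inhibition above about 18%, plus a signal ratio from 0.5 to 1.5, limit read from the data, passing the limit was not always enough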; also: strong numbers were not always called active
MT1-MMP act inh: blocks activation of human MT1-MMP. HT1080 RFP-PRO-GFP cells, GFP/RFP ratio fluorescence, overnight; percent of plate control window, DMSO zero. AID 651647. hit rate 0.061% among 360,000. P50281. GFP/RFP ratio change, % at 20 µM;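 active = GFP/RFP ratio change of at least 30% with cell ATP level not reduced by more than half and red fluorescence within 50% of control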; also: strong numbers were not always called active
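Assay system: HT1080 cells carrying an RFP-PRO-GFP reporter | Dosing: Single dose of 20 µM compound, 1% DMSO final | Incubation: Cells overnight before dosing, compound overnight, 37 °C, 5% CO2 | Evaluation: GFP/RFP fluorescence ratio | Control set: DMSO and RFP-L50D-GFP cell wells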
Rin1-Abl PPI inh: inhibitors of human Rin1-Abl protein interaction; P00519+Q13671; TR-FRET Rin1/Abl binding, biochemical; inhibition, % at 7.35 µM; hit rate 0.4% among 360,000; AID 588664; in the data active = inhibition above about 5%, passing the limit was not always enough
SKN-1 block: inhibitors of C. elegans SKN-1 | C. elegans VP596 Pgst-4::GFP/RFP ratio, acrylamide-induced, 24 h | inhibition, % at 21.8 µM | hit rate 0.49% among 360,000;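 active = interference check ratio from 0.5 to 1.5 plus GFP to RFP signal ratio inhibition reaching or exceeding a fixed threshold, cut at about 30% in these data, passing the limit was not always enough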; also: some compounds called inactive have numbers as strong as hits
E coli Lon inh: E. coli protease La inhibition | hit rate 0.42% among 360,000 | purified E. coli Lon protease, fluorescence polarization | inhibition, % at 7.94 µM | AID 602123; in the data active = inhibition above about 13%, passing the limit was not always enough;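 also: 0% = enzyme with probe and DMSO and 100% = no enzyme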
MLLE-PAM2 inh: blocks PAM2 peptide binding to the PABP1 MLLE domain; GST-MLLE / FITC-PAM2 fluorescence polarization; inhibition, % at 20 µM; hit rate 0.36% among 360,000; AID 588489; in the data active = inhibition above about 35%, passing the limit was not always enough;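 also: plate controls were DMSO wells with GST-MLLE for no effect and wells lacking GST-MLLE protein for full effect; some results filed as inactive read as strong as hits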
Target sequence (P11940 whole entry, looked up, the tested form may be a part): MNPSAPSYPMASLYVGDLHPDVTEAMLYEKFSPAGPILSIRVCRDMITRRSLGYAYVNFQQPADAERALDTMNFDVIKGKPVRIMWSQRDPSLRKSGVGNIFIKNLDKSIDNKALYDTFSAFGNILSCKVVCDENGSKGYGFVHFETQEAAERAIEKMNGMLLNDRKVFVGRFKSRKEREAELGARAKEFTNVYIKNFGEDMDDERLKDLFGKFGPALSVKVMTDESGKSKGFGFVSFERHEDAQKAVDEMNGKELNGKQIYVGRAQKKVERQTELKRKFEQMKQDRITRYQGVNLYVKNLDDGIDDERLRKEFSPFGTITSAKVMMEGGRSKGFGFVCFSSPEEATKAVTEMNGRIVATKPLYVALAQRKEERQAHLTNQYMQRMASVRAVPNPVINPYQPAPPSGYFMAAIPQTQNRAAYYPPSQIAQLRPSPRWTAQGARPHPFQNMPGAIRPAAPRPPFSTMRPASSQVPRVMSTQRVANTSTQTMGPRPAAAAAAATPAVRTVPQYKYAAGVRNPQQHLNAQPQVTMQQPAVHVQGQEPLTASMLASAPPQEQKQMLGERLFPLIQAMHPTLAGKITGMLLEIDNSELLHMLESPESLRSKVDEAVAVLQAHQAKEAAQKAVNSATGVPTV
FAS TE block: inhibitors of human fatty acid synthase thioesterase domain. recombinant FAS-TE, OMFH fluorogenic substrate, fluorescence endpoint. hit rate 0.67% among 360,000. inhibition, % at 15 µM. AID 602261;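 active = compounds whose normalised, plate-corrected inhibition of enzyme fluorescence in the single-dose primary screen is 50% or more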;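 also: 0% = DMSO with enzyme and 100% = substrate without enzyme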
Numbers without * were called inactive; i = inactive; / = no result given.

SMILES	Neddylation inh	MsrA act	NRP1-CendR mod	MT1-MMP act inh	Rin1-Abl PPI inh	SKN-1 block	E coli Lon inh	MLLE-PAM2 inh	FAS TE block
Cc1ccc(-n2ncc3c(=O)n(CC#N)cnc32)cc1C	i	-12	15	/	5	-21	9	4	-5
Cc1ccc(-n2ccnc2SCC(=O)O)cc1C	i	-1	-11	1	1	-2	7	-14	-6
Cc1cc(C(F)F)n2ncc(C(=O)O)c2n1	i	-3	-11	0	-1	2	-2	-4	-8
CCOC(=O)c1c(C)[nH]c(C)c1S(=O)(=O)NCC1CCN(Cc2cccc(F)c2)CC1	i	-1	6	0	2	9	-3	-5	-5
O=C(Nc1ccc2ncccc2c1)c1ccccc1	i	0	5	-1	0	8	-6	-110	-5
Cc1cc(=O)n2c(n1)NC(Nc1cccc(C)c1C)=NC2c1ccc(F)cc1 (stereo not drawn)	i	-4	10	-1	2	1	-107	8	-6
Cc1ccc(CSc2nnnn2C)cc1	i	-12	-7	-2	2	-11	-2	-11	-10
Cc1csc(N(C(=O)c2ccc(S(=O)(=O)N(C)C)cc2)c2ccccc2)n1	i	-3	-1	-3	-1	14	3	-16	-4
CCOc1ccccc1N1CCN(C(=O)CNC(=O)c2ccc(OC)c(OC)c2)CC1	i	0	-4	2	-3	4	1	8	-2
COc1ccccc1NS(=O)(=O)c1ccc(C(=O)NCCCN2CCOCC2)cc1	i	-12	1	5	4	12	-3	0	-8
CCCCn1nc(NC(=O)c2cccs2)c2cc3cc(OC)ccc3nc21	/	-4	-17	-3	1	6	-4	0	19
CN(C(=O)c1ccncc1)C1CC(C)(C)N(O)C(C)(C)C1	i	-4	0	-3	1	19	-11	-19	-6
COCCNC(=O)C1CCN(C(=O)c2cc3sccc3n2Cc2ccc(F)cc2)CC1	i	-3	-6	2	0	2	1	7	-5
N/C(=N\S(=O)(=O)c1cc(C(F)(F)F)cc(C(F)(F)F)c1)c1cccs1	i	-4	0	5	-1	-18	5	5	20
CC(CS(=O)(=O)c1ccccc1[N+](=O)[O-])N1CCOCC1 (stereo not drawn)	i	-4	0	-1	0	4	-3	6	3
Cn1c(SCC(=O)N2CCOCC2)nc2c(c1=O)SCC2	i	-4	8	4	2	6	-15	13	-3
CCCNS(=O)(=O)c1ccc(CCC(=O)NCc2ccc3c(c2)OCO3)cc1	i	-1	-3	-1	5	-21	-3	15	-5
C/C(=N\N=C(/N)SC1CC(=O)N(c2ccc(Br)cc2)C1=O)c1cccs1 (stereo not drawn)	i	-6	-1	7	4	19	-7	-10	24
COc1ccccc1NC(=O)COC(=O)c1ccccc1SCC(=O)N1CCCC1	i	-7	-5	-1	3	11	-17	9	-1
CCc1ccccc1NC(=O)CSC1=C(C#N)C(c2ccc(O)c(OC)c2)C2=C(CCCC2=O)N1 (stereo not drawn)	i	-3	8	1	4	19	-9	-26	2
COc1cc(NC(=S)NN2CCOCC2)cc(OC)c1	i	-1	4	-4	2	25	-6	2	-7
Cc1cc(=O)[nH]c(SCC(=O)NC2CCCCC2)n1	i	-4	4	-1	-1	-12	2	12	0
CC(=O)NC12CC3CC(C1)CC(C(=O)N(C)CC(=O)Nc1ccccc1Cl)(C3)C2	i	-5	-12	1	1	6	-6	2	-6
COc1ccc(NC(=O)Nc2cccnc2)cc1	i	-2	-10	2	-9	9	3	-1	-2
Cc1nccc(-c2ccc3c(c2)OCO3)n1	/	-5	13	-4	-2	-3	-4	5	-2
Cc1ccc(C(=O)NNC(=O)c2ccc(-n3cncn3)c([N+](=O)[O-])c2)cc1	i	-3	3	-2	1	-5	-1	-40	-2
CC(C)(C)c1ccc(S(=O)(=O)N2CCc3nc4ccccc4c(C(=O)O)c3C2)cc1	i	-1	9	-1	1	2	6	0	0
COc1cccc(/C=N/n2c(SC)nnc2-c2ccccc2)c1OC	i	0	6	1	-1	-8	-2	-4	5
CCOC(=O)/C(C#N)=C(/C)c1ccc(OC)cc1	i	-10	4	3	5	-5	-1	-2	-9
CCCC(=O)c1c(NC)cc(C)oc1=O	i	-2	-7	3	-1	-7	8	-3	-9

Reprinted from the part before: two compounds, then new ones.
SMILES	Neddylation inh	MsrA act	NRP1-CendR mod	MT1-MMP act inh	Rin1-Abl PPI inh	SKN-1 block	E coli Lon inh	MLLE-PAM2 inh	FAS TE block
CCOC(=O)/C(C#N)=C(/C)c1ccc(OC)cc1	i	-10	4	3	5	-5	-1	-2	-9
CCCC(=O)c1c(NC)cc(C)oc1=O	i	-2	-7	3	-1	-7	8	-3	-9
CCN1CCN(c2ccc(S(=O)(=O)N3CCOCC3)cc2NC(=O)C2CCC(C(C)(C)C)CC2)CC1 (stereo not drawn)	i	-1	3	0	1	8	-9	-34	10
Cc1cccc(NC(=S)N2CCCC(c3nc4ccccc4[nH]3)C2)c1 (stereo not drawn)	i	-7	0	7	-2	-8	-3	-84	-2
COC(=O)CN1C(=O)[C@H]2[C@@H](/C=C/c3ccccc3)N3C(=O)CN(Cc4ccc(-c5ccccc5)cc4)C(=O)[C@@]3(C)[C@H]2C1=O	i	-12	7	/	0	8	-14	12	3
COCCCn1c(C)cc(C(=O)COC(=O)C23CC4CC(CC(O)(C4)C2)C3)c1C	i	6	-3	-3	3	5	-3	14	-3
Cc1cc(C(=O)NNC(=O)Cc2ccc(Cl)c(Cl)c2)c(C)o1	i	-3	7	2	3	0	-9	-12	10
c1ccc(-n2cnc3cc(NCc4ccncc4)ccc32)cc1	i	-2	-2	11	1	26	-3	0	-9
Cc1cc(C)c(C)c(S(=O)(=O)N2CCN(CC(=O)NC(=O)NCc3ccccc3)CC2)c1C	i	-1	-4	-10	0	-4	1	0	14
CCN(CC)CCNC(=O)c1cn(CC)c2ccc(S(=O)(=O)N3CCOCC3)cc2c1=O	i	-7	8	-3	0	-11	-3	3	-7
C[C@@H]1CN([C@@H](C)CO)C(=O)CCCn2nncc2CO[C@@H]1CN(C)S(=O)(=O)c1ccccc1F	i	-7	-3	1	-1	-7	-3	4	-10
Cc1ccc(OCCCn2c(=O)oc3ccccc32)cc1	i	-14	2	-2	0	-4	-1	0	13
CCCCCOc1ccc(/C=c2\sc3nc(=O)c(-c4ccccc4)nn3c2=O)cc1OC	i	-10	-24	-4	1	-24	-19	11	-11
CC(C)NC(=S)N1CCN(c2ncccn2)CC1	i	-5	-8	-1	-2	3	-6	-142	-4
O=C1OC(c2ccc(F)cc2)=C/C1=C\c1ccc(O)cc1	i	-3	-4	-2	1	15	-6	5	3
COc1cc(/C=C/C(=O)OCC(=O)Nc2c(C)n(C)n(-c3ccccc3)c2=O)ccc1O	i	-5	-12	2	-4	-4	-11	-2	-7
COCCNC(=O)C1CCCN(C(=O)Cc2ccc(F)cc2)CC1 (stereo not drawn)	i	0	-4	5	1	-14	-10	2	-11
COc1c2occc2c(OC)c2c(=O)cc(C(F)(F)F)oc12	i	-6	-6	-1	2	8	-14	1	-9
CCOC(=O)C(C)c1nn(C)c(=O)c2ccccc12 (stereo not drawn)	i	-2	10	-2	-3	20	0	10	-6
CCc1ccc(N2CC(C(=O)Nc3nnc(CC)s3)CC2=O)cc1 (stereo not drawn)	i	3	4	3	2	6	7	-11	-7
C[C@H](NC(=O)c1[nH]cnc1C(=O)Nc1ccccc1)c1ccccc1	i	2	26*	12	-1	-5	10	12	22
O=C1C2CCCCN2C(=O)N1CCCN1CCN(c2cccc(C(F)(F)F)c2)CC1 (stereo not drawn)	i	-1	4	4	2	5	-7	21	-4
COCCCNC(=O)CN1C(=O)/C(=C/c2ccccc2C)Sc2ccccc21	i	-1	5	0	1	-3	-2	-1	1
Cc1occc1C(=O)NNC(=O)c1ccccc1[N+](=O)[O-]	i	-6	7	2	2	1	5	2	-5
O=C(NCc1ccccc1)C1Nc2ccc(OC(F)(F)F)cc2C2C=CCC12 (stereo not drawn)	i	-2	-7	0	3	-26	-14	0	11
CC(C)(C)OC(=O)N1CCCC1C(=O)O (stereo not drawn)	i	3	7	-5	1	-5	-5	-3	-6
CCOC(=O)Cc1nnc2c(Nc3ccc(C)cc3)nc3nonc3n12	i	2	-2	2	0	3	2	-5	-16
NNC(=O)c1ccc(-c2cccc([N+](=O)[O-])c2)o1	i	-6	3	8	3	-2	1	8	2
CC1(C)Cc2c(cnn2-c2cccc(F)c2)C(NC(=O)c2cc[n+]([O-])cc2)C1 (stereo not drawn)	i	-2	3	2	0	-2	-10	-5	-4
Cc1ccccc1NC(=O)c1ccc([N+](=O)[O-])o1	i	0	5	1	3	-2	-6	15	0
S=C(NCc1cccs1)NCC1CCCO1 (stereo not drawn)	i	0	-18	-2	2	-9	1	-37	-1
Cc1csc2ncnc(NNC(=O)c3ccc(Cl)cc3)c12	i	-2	-3	-4	-1	2	0	-29	-4
O=C(Nc1ccc(Cl)cc1C(=O)N1CCCCC1)c1ccco1	i	-4	4	1	-1	15	-1	4	-2
O=c1[nH]c(/C=C\c2ccc(O)c(Cl)c2)nc(O)c1[N+](=O)[O-]	i	-2	-11	7	1	-1	2	0	-3
Cc1ccc2oc(C(F)(F)C(F)F)cc(=O)c2c1	i	0	10	1	-5	-4	-8	4	-2
CCCCCOc1ccc(N2C(=O)C3C4C=CC(C3C2=O)N(C)C4=O)cc1 (stereo not drawn)	i	0	-3	3	2	-13	1	1	-10
COc1cccc(/C=N/NC(=O)C(=O)N2CCCC2)c1OC	i	-7	-11	1	2	-13	-4	5	-10
CCC/C=C/c1ccc(CN2C(CC(C)C)C(=O)N(Cc3cn(CC4CCCCC4)nn3)CCS2(=O)=O)cc1 (stereo not drawn)	i	-2	-4	1	3	-6	-1	-2	15
CCCOc1ccc(C2C(C(=O)c3ccc(C)o3)=C(O)C(=O)N2Cc2ccco2)cc1 (stereo not drawn)	i	3	-2	-1	-13	7	-11	11	28
CCOC(=O)c1ccc(CC(=O)c2ccc(O)cc2O)o1	i	-2	-34	-1	2	15	-5	-11	-4
Cc1ccc(S(=O)(=O)Cc2cc(F)c([N+](=O)[O-])cc2[N+](=O)[O-])cc1	i	1	10	-5	-1	1	-16	-10	17
Cc1ccc([C@@H]2CC=C(C(=O)O)CN2S(=O)(=O)c2ccccc2C)cc1	i	-1	-9	1	4	-1	7	-6	-13
COC(=O)C(C)NC(=O)C12CC3CC(CC(C3)C1)C2 (stereo not drawn)	i	-10	4	-2	2	16	-3	2	-9
Cc1cccc(NC(=O)CNC(=O)c2ccccc2Cl)n1	i	-2	4	1	3	2	-8	-1	0
O=C(CNC(=O)c1ccc(Cl)cc1Cl)OCC(=O)N1CCN(c2ccccc2)CC1	i	-8	8	-2	2	-16	4	3	-4
COc1ccc2c(CN(C)Cc3ccccc3)cc(=O)oc2c1	i	-1	-4	4	2	19	-9	-7	11
CCOc1ccc(-c2nc(CSc3nnc(N)s3)cs2)cc1OC	i	-13	-5	1	2	14	-14	-14	-14
CC1=NN(c2ccccc2)C(=O)C1N=Nc1ccc(S(N)(=O)=O)cc1 (stereo not drawn)	i	0	11	4	-1	-11	-2	-5	4

Two entries from above, with bars between the fields.
mol | Neddylation inh | MsrA act | NRP1-CendR mod | MT1-MMP act inh | Rin1-Abl PPI inh | SKN-1 block | E coli Lon inh | MLLE-PAM2 inh | FAS TE block
CC1=NN(c2ccccc2)C(=O)C1N=Nc1ccc(S(N)(=O)=O)cc1 (stereo not drawn) | i | 0 | 11 | 4 | -1 | -11 | -2 | -5 | 4
CCCOc1ccc(C2C(C(=O)c3ccc(C)o3)=C(O)C(=O)N2Cc2ccco2)cc1 (stereo not drawn) | i | 3 | -2 | -1 | -13 | 7 | -11 | 11 | 28

An unsorted share of the library; 4% or so of the library scored in one or more.
